# Screening results as filed in PubChem.
# Apaf1 inhib = blocks human Apaf-1 apoptosome activity; reconstituted apoptosome caspase-3 activity, DEVD-Rh110 fluorescence; O14727; inhibition, % at 20 µM; 0.71% of 330,000 active; AID 489030; active = inhibition of at least 40% at 20 µM;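 note: plate controls were DMSO wells for no effect and DEVD-CHO caspase inhibitor wells for full effect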
#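 Medium: Hepes buffer, pH 7.5 / System: biochemical Apaf-1 apoptosome reconstitution / Measured by: Rh110 fluorescence, excitation 480 nm, emission 540 nm / Times: compound with Apaf-1, dATP, procaspase-3 30 min, then 50 min reaction, room temperature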
# SENP6 inh = inhibitors of human SENP6 protease. Q9GZR1. Recombinant SENP6 catalytic domain, aminoluciferin luminescence. inhibition, % at 10 µM. 1.8% of 330,000 active. AID 2599;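 active = inhibition above about 50% at the single tested dose, limit read from the data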;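 note: plate controls were DMSO wells with enzyme for no effect and DMSO wells lacking enzyme for full effect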
# Target sequence (Q9GZR1 628-1112 limits assumed): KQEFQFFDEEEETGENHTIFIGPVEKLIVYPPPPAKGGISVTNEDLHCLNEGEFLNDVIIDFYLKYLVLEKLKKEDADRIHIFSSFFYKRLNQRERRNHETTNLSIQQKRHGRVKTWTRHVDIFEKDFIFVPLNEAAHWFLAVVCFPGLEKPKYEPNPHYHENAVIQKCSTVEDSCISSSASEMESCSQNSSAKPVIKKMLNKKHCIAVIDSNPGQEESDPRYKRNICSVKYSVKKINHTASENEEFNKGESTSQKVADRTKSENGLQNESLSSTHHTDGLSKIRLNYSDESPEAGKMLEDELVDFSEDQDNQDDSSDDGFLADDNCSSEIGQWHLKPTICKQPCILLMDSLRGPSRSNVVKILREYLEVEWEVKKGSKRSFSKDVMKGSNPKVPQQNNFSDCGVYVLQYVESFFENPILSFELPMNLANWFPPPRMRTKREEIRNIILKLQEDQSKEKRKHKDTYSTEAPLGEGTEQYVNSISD
# SENP1 FRET inh = blocks the human SENP1 SUMO protease catalytic domain; Q9P0U3; AID 624204; recombinant SENP1 catalytic domain, CyPet-SUMO1-YPet FRET cleavage; 0.21% of 360,000 active; inhibition, % at 10 µM;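 active = inhibition at least 30% at 10 µM, raw YFP signal under a set limit, fluorescence ratio 0.5 to 1.5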;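 note: 0% = enzyme with DMSO and 100% = no enzyme wells; some results filed as inactive read as strong as hits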
# Target sequence (Q9P0U3 419-644 limits assumed): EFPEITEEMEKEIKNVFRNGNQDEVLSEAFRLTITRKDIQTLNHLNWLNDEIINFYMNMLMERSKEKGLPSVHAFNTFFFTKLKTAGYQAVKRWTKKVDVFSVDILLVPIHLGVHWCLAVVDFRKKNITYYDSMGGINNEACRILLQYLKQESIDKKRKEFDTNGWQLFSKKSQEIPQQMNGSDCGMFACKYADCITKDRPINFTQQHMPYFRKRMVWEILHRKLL
#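 Assay system – human recombinant His6-tagged SENP1 catalytic domain enzyme · Input – SENP1 enzyme, 20 pM final · Buffer or medium – Tris pH 8 buffer plus EDTA, NaCl, BME, BSA, NP40, catalase · Schedule – 50 min reaction at room temperature · Technique – FRET read of cyan and yellow fluorescence · Control set – no-enzyme wells low, DMSO-plus-enzyme wells high control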
# SENP8 block-1 = blocks the human protease SENP8. Q96LD8. inhibition, % at 10 µM. 1.2% of 330,000 active. purified SENP8, Z-RLRGG-aminoluciferin cleavage, luminescence. AID 2540; in the data active = inhibition above about 50%
# UBC13 inh = inhibitors of human UBC13 polyubiquitin chain formation; P61088; TR-FRET; inhibition, % at 20 µM; 0.47% of 330,000 active; AID 485273; in the data active = inhibition above about 45%, passing the limit was not always enough; inconclusive = no clear call, values can overlap the other calls
# SENP8 block-2 = SENP8 (human) protease inhibition; Q96LD8; recombinant SENP8, Nedd8 substrate fluorescence; inhibition, % at 20 µM; 0.64% of 360,000 active; AID 602440; in the data active = inhibition mostly above about 40%, no sharp cut-off; inactive = mostly below about 27%
# SENP7 inh = inhibitors of human SENP7 protease | recombinant SENP7, Z-RLRGG-aminoluciferin luminescence, 40 min | inhibition, % at 5 µM | 1.5% of 330,000 active | AID 434973;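 active = inhibition above about 50% at the single test dose, limit read from the data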;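 note: plate controls were DMSO with enzyme for no effect and no enzyme buffer wells for full effect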
# A3G deaminase = APOBEC3G (human) deaminase inhibition; Q9HC16; recombinant A3G, ssDNA deamination FAM/TAMRA fluorescence; inhibition, % at 20 µM; 0.28% of 330,000 active;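 active = inhibition of at least 40% at 20 µM, with no more than 30% in the related APOBEC3A deaminase screen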;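 note: plate controls were DMSO wells with A3G for no effect and wells lacking A3G enzyme for full effect; some compounds called inactive have numbers as strong as hits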
# Target sequence (Q9HC16 whole entry, looked up): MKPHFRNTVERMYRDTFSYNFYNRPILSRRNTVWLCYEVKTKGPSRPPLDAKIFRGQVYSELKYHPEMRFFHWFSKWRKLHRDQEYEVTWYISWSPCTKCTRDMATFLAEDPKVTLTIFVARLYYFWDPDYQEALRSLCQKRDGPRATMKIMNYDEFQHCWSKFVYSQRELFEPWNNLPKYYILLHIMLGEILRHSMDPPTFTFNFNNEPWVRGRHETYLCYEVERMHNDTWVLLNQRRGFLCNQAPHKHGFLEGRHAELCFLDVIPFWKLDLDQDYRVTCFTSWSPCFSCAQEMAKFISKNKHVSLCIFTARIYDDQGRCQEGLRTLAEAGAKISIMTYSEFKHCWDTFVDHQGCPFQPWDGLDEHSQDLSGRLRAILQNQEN
# * marks the source's active call; other numbers are inactive results; i = inactive; ? = inconclusive; nt = no result given. Not a hit list. Share with any hit: about 3.6%.
SMILES	Apaf1 inhib	SENP6 inh	SENP1 FRET inh	SENP8 block-1	UBC13 inh	SENP8 block-2	SENP7 inh	A3G deaminase
COc1ccc(-c2nnn(CC(=O)N(C3CCCCC3)C(C)C(=O)NC3CCCC3)n2)cc1OC (stereo not drawn)	4	-6	0	-7	0	9	-3	-6
C=CCn1c(SCC(=O)NCc2ccc3c(c2)OCO3)nc2scc(-c3ccc(F)cc3)c2c1=O	10	-13	1	-3	0	10	-1	1
COc1ccc(-c2cc(C(=O)NCCCN3CCCC3=O)c3ccccc3n2)cc1OC	-7	-23	1	1	1	i	6	-7
CC(=O)Nc1ccc(N(C(=O)CNC(=O)c2ccco2)C(C(=O)NCC2CCCO2)c2ccccc2)cc1 (stereo not drawn)	-6	-6	-1	2	-2	6	-4	-8
Cc1ccc(/C=N/NC(=O)Cc2cccn2C)cc1	0	1	-2	-3	-2	2	1	4
CC(=O)Nc1ccc(NC(=O)Cn2cnc3c(cnn3C(C)(C)C)c2=O)cc1	-5	-36	nt	-5	6	nt	0	-5
CCOP(=O)(OCC)/C(C#N)=C(\O)c1ccc(OC)cc1	-10	-7	1	-6	-6	8	0	-5
CC(=O)c1ccc(S(=O)(=O)N2CCC(C(=O)Nc3ncc(C)s3)CC2)cc1	5	-1	2	-1	-1	9	-1	0
COc1cc(N)c(Cl)cc1C(=O)OCC(=O)NC1CCCC1	3	7	0	-4	-1	9	-1	2
CCNC(=O)COC(=O)Cc1ccc(Cl)cc1Cl	3	6	3	-2	-4	10	0	1
NNc1nc2c(-c3ccc(Cl)cc3)nnn2c2ccccc12	3	85*	-40	48	13	-479	45	-17
CNC(=O)C1CC(=O)N(Cc2ccc3c(c2)OCO3)C(=Nc2ccc(OC)cc2)S1 (stereo not drawn)	6	-26	0	-12	0	9	-9	-4
CCS(=O)(=O)c1ccc(S(=O)(=O)CC)s1	4	-3	0	2	6	10	3	1
O=C(Cc1ccc(S(=O)(=O)N2CCCC2)s1)NC1CCCCCC1	18	-13	-1	0	-16	7	2	-2
CN1CCN(S(=O)(=O)CC2(C)C3CCC2(C)C(=O)C3Br)CC1 (stereo not drawn)	-25	-5	1	-3	17	33	-9	-8
CCN(CC(=O)Nc1sc2c(c1C#N)CCCC2)Cc1nc2ccccc2c(=O)[nH]1	4	4	-1	3	3	3	-12	-3
Cc1[nH]c2ccccc2c1C(=O)C(C)Sc1nnc(C2CC2)o1 (stereo not drawn)	4	-24	-1	-11	-17	23	-13	-7
Cc1ccc(S(=O)(=O)N2CCN(CC(=O)N/N=C/C=C/c3ccccc3)CC2)cc1	12	-6	3	-9	-8	18	-3	-6
COc1ccc(CN2CCN(C(=O)CN3C(=O)C4C5C=CC(C5)C4C3=O)CC2)c(OC)c1OC (stereo not drawn)	3	-19	-2	-4	-10	11	-3	1
CN1C(=O)/C(=C\c2cccc(OCc3ccccc3)c2)SC1=S	13	1	2	-18	-6	22	-4	-7
O=C1C2CC=CCC2C(=O)N1c1cccc(OS(=O)(=O)c2ccc3ccccc3c2)c1 (stereo not drawn)	24	-5	1	-9	-10	9	-5	-3
CC(O)CNc1nc2ccccc2n1CC(=O)N1CCN(Cc2ccccc2)CC1 (stereo not drawn)	2	11	2	3	4	8	5	-4
COc1cccc(NC(C)C(=O)Nc2cc([N+](=O)[O-])ccc2Cl)c1 (stereo not drawn)	-2	7	4	2	1	9	3	-4
Cc1ccc2nc(NC(=O)c3ccccn3)sc2c1	7	96*	2	95*	-13	-55	96*	-11
COc1ccc(C(=O)CCc2ccccc2O)c(OC)c1	10	47	2	12	-2	9	30	-5
Cc1cc(CN2CCN(CC(=O)Nc3cc(Cl)ccc3-n3cncn3)CC2)no1	2	-10	-3	-4	2	-1	9	-12
COc1ccc(/C(O)=C/c2nc3ccccc3n(-c3ccccc3)c2=O)cc1	12	-20	8	1	-7	-183	6	-11
Cc1ccc2nc(-c3ccc(NC(=O)CSc4nccc(=O)[nH]4)cc3)sc2c1	-6	81*	-70	8	-6	-362	69*	-9
Cc1c2cnn(CC(=O)NC3CCCC3)c(=O)c2c(C)n1Cc1ccccc1	4	16	2	-9	1	-8	-6	-2
CCOc1ccccc1N1CC(C(=O)N(CC)C2CCS(=O)(=O)C2)CC1=O (stereo not drawn)	-5	-4	-1	-4	-10	12	2	-3

# Next part:
SMILES	Apaf1 inhib	SENP6 inh	SENP1 FRET inh	SENP8 block-1	UBC13 inh	SENP8 block-2	SENP7 inh	A3G deaminase
O=C(COC(=O)C1COc2ccccc2O1)NC(=O)Nc1ccc2c(c1)OCCO2 (stereo not drawn)	2	4	3	-1	1	9	8	13
COc1cccc(-c2c(NC(C)=O)n(C)c3ccccc3c2=O)c1	1	9	0	0	3	-35	2	7
CCc1cc2c(NCc3ccco3)ncnc2s1	-110	13	-5	-2	5	12	9	0
COc1cccc(OC)c1C(=O)NCC12CC3CC(C1)CC(CNC(=O)c1c(OC)cccc1OC)(C3)C2	-1	3	2	2	0	13	6	-5
COc1ccccc1OCCNC(=O)c1ccc(S(=O)(=O)N(C)C)cc1	-10	-24	2	-6	3	5	19	-1
CC(=O)Nc1ccc(NC2CCCCC2NS(=O)(=O)c2ccccc2)cc1 (stereo not drawn)	0	10	2	-5	8	5	-7	-4
O=C(NC1CC(=O)N(c2cccc(F)c2)C1)N1CCN(C(=O)c2ccco2)CC1 (stereo not drawn)	3	0	1	12	1	17	-1	-2
CCOc1ccccc1N1CC(C(=O)Nc2cccc(S(=O)(=O)N3CCCCC3)c2)CC1=O (stereo not drawn)	-3	9	0	6	-3	13	-2	-6
CCN(CC)S(=O)(=O)c1ccc(Cl)c(NC(=O)CSc2cccc[n+]2[O-])c1	-3	-15	1	0	18	4	0	-5
Cc1ccc(N2C(=O)CC(Nc3ccccc3)C2=O)cc1 (stereo not drawn)	-5	-15	3	3	-2	6	-8	1
CCOc1ccc(CCNC(=O)c2cnccn2)cc1OCC	8	-16	-1	-5	-2	5	-8	-7
CSCC[C@H](NC(=O)[C@@H]1Cc2ccccc2CN1)C(=O)NC[C@H]1CC[C@H](C(=O)O)CC1	-1	9	-2	-1	10	20	-6	-5
C=C1c2cccc(OC)c2O[C@H](C(=O)OCC)[C@@H]1CCCCCC	23	nt	1	nt	nt	-13	12	25
N/C(=N\OC(=O)c1ccncc1)c1cccc([N+](=O)[O-])c1	-4	25	3	-3	-8	9	-12	-7
CCC(=O)NCCC(c1ccco1)c1ccccc1OC (stereo not drawn)	7	-6	-8	-5	-13	-23	12	5
CCCOC1CCCN(C(=O)c2cc(COc3ccc(-n4cncn4)cc3)on2)C1 (stereo not drawn)	-5	-9	1	-9	-2	5	-12	-3
CN1C(=O)C(c2ccccc2[N+](=O)[O-])C(=O)c2ccccc21 (stereo not drawn)	-2	7	0	-7	-3	16	-3	-7
CCc1nnc(NC(=O)c2nc(S(=O)(=O)Cc3cccc(C)c3)ncc2Cl)s1	4	5	2	-5	28	-40	-3	1
Cc1nnc(NC(=O)c2cc(-c3ccco3)nc3ccccc23)s1	13	-40	-2	1	10	i	6	52
CCN(CC)S(=O)(=O)N1CCC(C(=O)NCC2COc3ccccc3O2)CC1 (stereo not drawn)	-13	-8	2	0	16	13	-3	-4
O=C(CNc1cccc(F)c1)Nc1cccc(S(=O)(=O)N2CCCCC2)c1	-4	2	0	-1	0	5	0	-6
O=C(O)COCC(=O)NCc1csc2ccc(Cl)cc12	-15	-6	1	1	-3	30	-3	1
Cc1ccc(-c2nc(SCC(=O)c3c(N)n(C)c(=O)n(C)c3=O)n[nH]2)cc1	12	-35	-1	-5	-3	13	-6	3
COc1ccc(Nc2ccc(N3C(=O)CCCC3=O)cc2[N+](=O)[O-])cc1OC	4	-6	-2	-2	-84	24	-6	-3
COC(=O)c1ccc(C2/C(=C(\O)c3ccc4c(c3)OCCO4)C(=O)C(=O)N2c2nnc(C)s2)cc1 (stereo not drawn)	2	29	14	10	-12	-28	1	1
CCc1nnc(NC(=O)CSc2nnc(CSc3nc(C)cc(C)n3)o2)s1	-9	-4	1	4	-2	12	-6	-10
Cc1cc(=O)cc(C)n1-c1ccc(Cl)c(Cl)c1	-1	-13	2	-3	0	9	11	-2
O=C(Nc1ccccc1)C(Cl)C(=O)c1ccccc1 (stereo not drawn)	5	9	-2	-2	-18	2	-5	6
Cc1ccc(C(=O)COC(=O)c2cc(=O)[nH]c3ccccc23)cc1C	6	7	1	-3	11	-318	33	-6
COc1ccc2c(CCNC(=O)CN3C(=O)c4ccccc4C3=O)c[nH]c2c1	-10	5	1	-2	13	21	9	-2

# Other entries:
SMILES	Apaf1 inhib	SENP6 inh	SENP1 FRET inh	SENP8 block-1	UBC13 inh	SENP8 block-2	SENP7 inh	A3G deaminase
COc1ccccc1C(=O)CN1C(=O)NC2(CCc3ccccc32)C1=O (stereo not drawn)	1	-6	0	0	-4	-7	3	-6
Cc1ccc2nc3c(cc(C(=O)NC4CCCC4)c(=N)n3CCCn3ccnc3)c(=O)n2c1	-9	-5	nt	6	2	nt	-1	-4
Cc1ccc(NS(=O)(=O)c2ccc(N3CCN(c4ccc(O)cc4)CC3)c([N+](=O)[O-])c2)c(C)c1	16	-4	-7	-2	-13	20	-5	-7
CC(c1ccccn1)N(Cc1ccco1)C(=S)Nc1cccc(F)c1 (stereo not drawn)	5	6	1	-6	-2	16	4	2
CC1CC(C)CN(S(=O)(=O)c2ccc(C(=O)Nc3nnc(C4CC4)o3)cc2)C1 (stereo not drawn)	1	2	0	0	-16	10	-1	-5
CCCCOC(=O)c1sc2nc(N3CCOCC3)c3c(c2c1N)CC(C)(C)OC3	-17	-2	-6	-7	?	-427	-5	-6
O=S(=O)(c1ccc(N2CCOCC2)nc1)N1CCOCC1	23	-2	2	-3	-5	4	-2	-7
O=P(OC1CCCCC1)(OC1CCCCC1)C(Nc1ccccc1)c1cccnc1 (stereo not drawn)	17	-10	0	-1	12	28	-5	-2
O=C1NCCN1C(=O)c1ccccc1F	-9	-3	2	4	9	25	-3	-2
Cc1cccc(NC(=O)C(C)SCc2ccccc2)c1 (stereo not drawn)	-8	9	0	-12	6	14	5	11
COc1ccc(S(=O)(=O)NCCc2csc(-c3cccnc3)n2)cc1	3	0	0	-3	-4	-4	-8	-6
O=C(c1ccccc1-c1nc(-c2ccccc2)no1)N1CCOCC1	-10	-2	0	-8	-2	11	-3	-5
COC(=O)c1cccc(Nc2nc3ccccc3nc2C)c1	4	0	-32	-2	5	-230	4	-3
O=C(Cc1coc2ccc3ccccc3c12)NC1CCCc2ccccc21 (stereo not drawn)	21	1	-7	-2	19	-5	5	1
CCN(CC)c1ccc(C=Nc2ccc(C#N)cc2)c(O)c1	-1	15	-28	-5	-11	-39	6	0
CCOC(=O)CN1C(=O)COc2ccc(Cl)cc21	-2	1	1	-10	-6	6	3	-1
COc1cc(/C=C2\S/C(=N/S(=O)(=O)c3ccc(C)cc3)NC2=O)c([N+](=O)[O-])cc1OC	19	-3	-5	0	-12	25	11	-9

# Whole records, quoted from the list. Values in the order: Apaf1 inhib | SENP6 inh | SENP1 FRET inh | SENP8 block-1 | UBC13 inh | SENP8 block-2 | SENP7 inh | A3G deaminase
# `O=P(OC1CCCCC1)(OC1CCCCC1)C(Nc1ccccc1)c1cccnc1` (stereo not drawn) in the list: 17 | -10 | 0 | -1 | 12 | 28 | -5 | -2
# `Cc1cccc(NC(=O)C(C)SCc2ccccc2)c1` (stereo not drawn) in the list: -8 | 9 | 0 | -12 | 6 | 14 | 5 | 11
# `CCOC(=O)CN1C(=O)COc2ccc(Cl)cc21` in the list: -2 | 1 | 1 | -10 | -6 | 6 | 3 | -1
